TDP1 inh – TDP1 (human) enzyme inhibition. recombinant TDP1, AlphaScreen DNA substrate cleavage. 350,000 compounds, 0.28% hits. Potency, µM (titrated, usually from 130 µM), inactives show at the top dose activity change, negative = inhibition, most hits filed as inhibitors. Q9NUW8. AID 485290; note: nearly all actives have a fitted effect of over 40% in size
Target sequence (Q9NUW8 whole entry, looked up): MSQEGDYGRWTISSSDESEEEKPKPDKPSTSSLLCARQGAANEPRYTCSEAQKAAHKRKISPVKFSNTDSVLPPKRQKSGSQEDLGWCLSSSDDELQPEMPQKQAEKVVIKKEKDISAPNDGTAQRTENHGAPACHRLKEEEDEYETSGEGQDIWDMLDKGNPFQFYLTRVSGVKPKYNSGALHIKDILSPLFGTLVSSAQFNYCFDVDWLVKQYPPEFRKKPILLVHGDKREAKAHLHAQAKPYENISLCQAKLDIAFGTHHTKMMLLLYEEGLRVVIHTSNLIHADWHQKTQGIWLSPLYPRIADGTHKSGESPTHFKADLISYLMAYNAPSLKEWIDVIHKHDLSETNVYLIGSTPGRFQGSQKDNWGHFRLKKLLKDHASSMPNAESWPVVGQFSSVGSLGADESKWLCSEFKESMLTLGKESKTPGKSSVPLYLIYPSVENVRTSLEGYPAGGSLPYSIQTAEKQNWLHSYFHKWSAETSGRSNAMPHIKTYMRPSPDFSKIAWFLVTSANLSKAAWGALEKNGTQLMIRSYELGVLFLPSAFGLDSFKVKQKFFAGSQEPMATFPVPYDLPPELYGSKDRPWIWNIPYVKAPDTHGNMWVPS
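Tdp1 1 nM final; 15 min RT w/ cpd; substrate 15 nM, 5 min; beads 10 ug/ml, 10 min; AlphaScreen read. Neg ctrl: no enzyme.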
DT40 TDP1 no CPT – qHTS for Inhibitors of human tyrosyl-DNA phosphodiesterase 1 (TDP1): qHTS in cells in absence of CPT; DT40 Tdp1-/- hTDP1 cells, no CPT, ATP luminescence, 48 h; Potency, µM (series often up to 46.2 µM), for the others: at the top dose activity change, negative = growth inhibition, usual class: inhibitors; 420,000 compounds, 15% hits; note: nearly all actives have a fitted effect of over 55% in size
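Cells were dispensed at 400 per well, compounds added by pin tool, plates incubated ≥48 hr at 37 °C, then CellTiter-Glo added for 30 min at room temperature before luminescence reading. Line: DT40 Tdp1-/- complemented with hTDP1; camptothecin omitted.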
DT40 TDP1 CPT – growth inhibition of DT40 Tdp1-/-;hTDP1 cells with camptothecin (screen for TDP1 inhibitors) | Potency, µM (doses to about 46.2 µM), for inactives: top-dose activity change, negative = growth inhibition, most hits filed as inhibitors | chicken DT40 Tdp1-/-;hTDP1 cells + 20 nM CPT, ATP luminescence, 48 h | 420,000 compounds, 12% hits; note: nearly all actives have a fitted effect of over 55% in size
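Chicken DT40 Tdp1-/- cells complemented with human TDP1, 400 cells/well, exposed to compounds plus 20 nM camptothecin for at least 48 h at 37 C; viability read as ATP content by CellTiter-Glo luminescence.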
Numbers without * were called inactive; ? = inconclusive; . = no result given; & = joins results of further samples; [ ] = another dose, or the depositor's remark. Calls come from the whole dose curve; as a rule, active = well fitted curve in the direction sought with a large enough effect; inconclusive = small, poorly fitted or top-dose-only effect, or another doubt; inactive = no such curve, though single readings can be large; an effect the other way counts as inactive or inconclusive. % is set by controls: 0 for no effect and ±100 for the full control effect; potency is the fitted concentration of half-maximal effect.

SMILES	TDP1 inh	DT40 TDP1 no CPT	DT40 TDP1 CPT
CC1Cc2cc(S(=O)(=O)NCCC(=O)N(C)Cc3ccccc3)ccc2N1C(=O)C1CC1 (centres undefined)	3%	?	?
CCc1ccccc1N1C(=O)C2C3C=CC(CC3)C2C1=O (centres undefined)	.	-3%	-14%
CCN(CC)CCNC(=O)c1ccc(-n2c(C)cc3c2CCCC3=O)cc1	-5%	-5%	-1%
CC1=NN(C(C#N)c2ccc(F)cc2)C(C)(C)C1 (centres undefined)	3%	1%	6%
COc1ccccc1/C(C)=N/NC(=O)c1nnn(-c2nonc2N)c1C(C)C	1%	?	?
CN1CCN(C(=O)/C(=C\c2cccs2)NC(=O)c2cccs2)CC1	2%	-7%	13%
CC(C)CNc1ncnc2c1ncn2[C@H]1CN(Cc2ccco2)C[C@@H](CO)O1	.	-25%	-29%
Cc1ccc(C(C)C)c(OCc2ccc(C(=O)Nc3ccc(S(N)(=O)=O)cc3C)o2)c1	4%	?	?
N#Cc1ccc(C(=O)N2CCC3CC2c2cc(N4CCCCC4)ccc23)cc1 (centres undefined)	.	16µM*	16µM*
COc1ccc(-c2csc3nc(-c4ccccc4F)oc(=O)c23)cc1	4%	-19%	-2%
O=C(CSc1nc2ccccc2c(=O)n1-c1ccccc1)N1CCc2ccccc21	0%	?	?
CCOc1cc(-c2nc3ccccn3c2NCC2CCCO2)ccc1O (centres undefined)	-6%	-17%	-35%
Cc1ccc(SC(C)C(=O)Nc2ccccc2-c2ccccc2)cc1 (centres undefined)	-3%	?	-5%
COc1ccc(CCNC(=O)COC(=O)c2ccc[nH]c2=O)cc1	-1%	3%	4%
COc1ccccc1C(=O)NC(=O)COC(=O)c1cccc(NC(C)=O)c1	1%	-19%	-10%
COC(=O)NC1CCS(=O)(=O)C1 (centres undefined)	2%	-12%	-23%
Cn1c(COc2ccccc2)nnc1SCC(=O)NC1CCCC1	3%	-8%	5%
COc1cc(C(=O)NC(=S)Nc2ccccc2N2CCOCC2)cc(OC)c1OC	12%	12µM*	18µM*
Cc1c(Cl)cccc1NC(=O)c1ccco1	.	-3%	12%
CCCCS(=O)(=O)NC(=O)C1(C)CCN1C(=O)C/C=C/c1ccccc1 (centres undefined)	.	-9%	-7%
Cc1cccc(C(=O)NC(C(=O)Nc2cccc(S(=O)(=O)N3CCCC3)c2)C(C)C)c1 (centres undefined)	-3%	?	?
O=C(O)c1ccc2c(=O)n3cc(C(=O)c4ccccc4O)cc(Cl)c3nc2c1	.	?	?
Cc1ccccc1Cn1nnc2c(=O)[nH]c(C3CCCN(C(=O)c4ccc(C(C)(C)C)cc4)C3)nc21 (centres undefined)	9%	26µM*	?
Cc1c(Cc2ccccc2)c(=O)oc2c(O)c(O)ccc12	10%	?	-18%
CS(=O)(=O)N1CCN(c2ccccc2F)CC1	-2%	0%	-9%
Cc1c(C)c2c(c(C)c1O)CCC(C)(C(=O)O)O2 (centres undefined)	.	-16%	-19%
CC1C(C#N)=C(N)OC2=C1C(=O)CC(c1ccccc1)C2 (centres undefined)	6%	3%	-11%
COc1ccc(/C=C(\NC(=O)c2ccc(OC)c(OC)c2)C(=O)N2CCN(C)CC2)cc1	.	2%	-26%
COc1ccc(CN2CCNC(=O)C2CC(=O)NCCc2cnccn2)cc1C (centres undefined)	4%	-4%	7%
COc1ccc(/C=C/C(=O)NCCSCc2ccco2)cc1OC	0%	?	?
CCCCCCCCN1C(=O)[C@H](CC(=O)NCc2ccccc2)C[C@@]2(C(=O)OCC)CCC=C12	.	?	?
C#CC(C)(CC)NC(=O)Cn1nnc(-c2ccc(OCc3ccccc3F)cc2)n1 (centres undefined)	8%	?	?
CCC(C)NC(=O)C1(O)c2cc(Br)ccc2NC(=O)N1c1cccc(OC)c1 (centres undefined)	.	2%	-23%
COC(=O)c1ccccc1NC(=O)CNC(=O)c1ccc(OC)cc1	1%	-25%	-8%
O=C1NCCN(CC2CCN(CC3CCCC3)CC2)C1=O	.	-4%	-24%
C=CCOc1cccn2c(N(C)C(=O)c3ccncc3)c(CC)nc12	.	-12%	4%
COCCCNCCOCCOc1ccc(C)cc1Br	3%	?	-18%
COc1ccc(S(=O)(=O)NC(C)C(=O)NCc2cccnc2)cc1C (centres undefined)	.	-17%	?
O=C(c1cc(-c2ccc(Br)cc2)n[nH]1)N1CCN(C(=O)c2ccccc2Br)CC1	5%	?	?
Cc1ccccc1OCC(=O)N(Cc1cccc(F)c1)C1CCS(=O)(=O)C1 (centres undefined)	4%	2%	-7%

Random excerpt: 6 records from the list, in no set order.
SMILES	TDP1 inh	DT40 TDP1 no CPT	DT40 TDP1 CPT
Cc1ccccc1OCC(=O)N(Cc1cccc(F)c1)C1CCS(=O)(=O)C1 (centres undefined)	4%	2%	-7%
COCCCNCCOCCOc1ccc(C)cc1Br	3%	?	-18%
CCCCCCCCN1C(=O)[C@H](CC(=O)NCc2ccccc2)C[C@@]2(C(=O)OCC)CCC=C12	.	?	?
O=C1NCCN(CC2CCN(CC3CCCC3)CC2)C1=O	.	-4%	-24%
O=C(c1cc(-c2ccc(Br)cc2)n[nH]1)N1CCN(C(=O)c2ccccc2Br)CC1	5%	?	?
C#CC(C)(CC)NC(=O)Cn1nnc(-c2ccc(OCc3ccccc3F)cc2)n1 (centres undefined)	8%	?	?

The listing continues.
SMILES	TDP1 inh	DT40 TDP1 no CPT	DT40 TDP1 CPT
Cc1ccc(C)c(N2CCN(S(=O)(=O)c3ccc4c(c3)C(C(C)C)C(=O)N4)CC2)c1 (centres undefined)	3%	18µM*	21µM*
Cc1ccc(/C=C/C(=O)Nc2ccncc2)o1	-5%	?	?
CCOc1ccc(NC(=O)C(C)O)c(NS(=O)(=O)c2ccc(CCNC(C)=O)cc2)c1 (centres undefined)	-2%	-3%	-13%
O=C(O)CCCC(=O)OCCCCc1cccs1	3%	4%	1%
COc1ccc(C2CC(c3ccccc3O)=NN2C(=O)c2ccccc2)cc1OC (centres undefined)	.	-27%	?
COc1ccc(CN(C)C(=O)c2[nH]c(C)c(C(C)=O)c2C)c(OC)c1OC	6%	?	?
Cc1cccc(OCC(=O)OC(C)CN2CCCCC2)c1 (centres undefined)	35µM*	9%	-22%
Cc1ccc(Cn2c(C)nc3ccc([N+](=O)[O-])cc3c2=O)cc1	.	21µM*	18µM*
CCCCOc1ccc(C(=O)Nc2cc(-c3ccc(C)cc3)no2)cc1	1%	-24%	?
Cc1ccc(CC(=O)NC2CCN(C)CC2)cc1	.	?	34%[activator]
Cc1ccc(CCc2nnc(SCC(=O)Nc3cc(Cl)ccc3Cl)n2-c2ccccc2)o1	5%	?	?
CC(C)c1ccc(O)c(NC(=S)NC(=O)CCc2ccccc2)c1	1%	-12%	-26%
CCN1CCN(C(=O)C2CCN(S(=O)(=O)c3ccc(SC)cc3)CC2)CC1	-13%	-20%	4%
CN(C)Cc1ccccc1Sc1ccc(O)cc1O	5%	-20%	7%
Cc1cc(O)c(C(c2ccc(Cl)cc2)N2CCN(c3ccccc3)CC2)c(=O)n1Cc1ccco1 (centres undefined)	8%	-28%	-16%
CCOC(=O)[C@H]1[C@H]2COc3ccc(Cl)cc3[C@@H]2N2C(=O)c3cc(Br)ccc3NC(=O)[C@@]12C	0%	21µM*	16µM*
COc1cccc(C(=O)N(C)c2nnc(-c3ccncc3)s2)c1	2%	-27%	?
CCN1C(=O)/C(=C2\SC(=S)N(c3c(C)n(C)n(-c4ccccc4)c3=O)C2=O)c2ccccc21	-3%	?	-11%
COc1ccc(OC)c(S(=O)(=O)Nc2cc3c4c(c2)CCN4C(=O)CC3)c1	-9%	-17%	-9%
COc1ccc(-c2nnc(-c3ccc(OCC(C)C)cc3)o2)cc1	-6%	-11%	1%

Copied from the listing, two compounds:
SMILES	TDP1 inh	DT40 TDP1 no CPT	DT40 TDP1 CPT
CCOC(=O)[C@H]1[C@H]2COc3ccc(Cl)cc3[C@@H]2N2C(=O)c3cc(Br)ccc3NC(=O)[C@@]12C	0%	21µM*	16µM*
COc1cccc(C(=O)N(C)c2nnc(-c3ccncc3)s2)c1	2%	-27%	?

The listing continues.
SMILES	TDP1 inh	DT40 TDP1 no CPT	DT40 TDP1 CPT
CN1C(=O)CCC1(O)c1ccccc1 (centres undefined)	5%	-10%	3%
CCOc1cc(N)c(Cl)cc1C(=O)NCC1CN(Cc2ccc(F)cc2)CCO1 (centres undefined)	7%&0%	?	?
CCCCNC(=O)Cn1nc(-c2ccc(C)cc2)ccc1=O	.	6%	-6%
COC(=O)c1ccc(Cl)c(NC(C)=O)c1	2%	-12%	-16%
CN(CC(=O)OCC(=O)c1c(N)n(C)c(=O)n(C)c1=O)S(=O)(=O)c1ccc(Cl)cc1	-3%	-24%	-25%
CCc1ccc(-c2cc(C)no2)cc1S(=O)(=O)N1CCN(c2ccccc2OC)CC1	2%	?	?
Cc1cccc(CN2CCCC(C(=O)N3CCCCC3)C2)c1 (centres undefined)	.	?	-28%
COCCN(C(=O)COC(=O)CCSc1ccc(F)cc1)c1c(N)n(Cc2ccccc2)c(=O)[nH]c1=O	-1%	-15%	-23%
Cc1ccc(CN2CCC(CNC(=O)Nc3cccc(C)c3C)C2)cc1 (centres undefined)	7%	?	?
CCc1cccc(C)c1NC(=O)COC(=O)C1CC(=O)N(CCc2ccc(OC)c(OC)c2)C1 (centres undefined)	0%	-3%	11%
COCCCn1c(SCC(=O)NC(C)(C)C)nnc1-c1cccs1	.	-28%	-24%
CCOC(=O)c1oc2ccccc2c1NC(=O)c1ccc(S(=O)(=O)N2CCCC2)cc1	0%	-16%	-21%
Cc1ccccc1COn1nnc2ccc(S(=O)(=O)N3CCOCC3)cc21	-1%	?	?
CC(=O)C1CCC2C3CCC4CC(OC(=O)CCC(=O)O)CCC4(C)C3C(=O)CC12C (centres undefined)	.	-19%	-20%
COc1ccc(CN(C)CC(=O)Nc2ccc(SC(F)F)cc2)cc1OC	0%	?	-23%
CCOC(=O)c1cnc(SC2CCc3ccccc3C2=O)nc1N (centres undefined)	5%	-20%	?
CCOc1ccc(/C=N/OCC(=O)NCc2ccco2)cc1	3%	23µM*	?
COc1cc(C(CCN2CCCCC2)c2c(OC)cc(OC)c3c(C)cc(=O)oc23)cc(OC)c1OC (centres undefined)	5%	10µM*	10µM*
O=C(CCCn1c(=O)c2sccc2n(Cc2ccc(Cl)cc2)c1=O)NCc1ccc2c(c1)OCO2	6%	?	?
O=C(NCc1cccc(F)c1)C1CCN(S(=O)(=O)Cc2ccccc2)CC1	2%	-24%	-4%

Whole records, looked up by structure.
`CCOc1ccc(/C=N/OCC(=O)NCc2ccco2)cc1` is entered as TDP1 inh = 3%; DT40 TDP1 no CPT = 23µM*; DT40 TDP1 CPT = ?
`O=C(CCCn1c(=O)c2sccc2n(Cc2ccc(Cl)cc2)c1=O)NCc1ccc2c(c1)OCO2` is entered as TDP1 inh = 6%; DT40 TDP1 no CPT = ?; DT40 TDP1 CPT = ?
`CCOC(=O)c1oc2ccccc2c1NC(=O)c1ccc(S(=O)(=O)N2CCCC2)cc1` is entered as TDP1 inh = 0%; DT40 TDP1 no CPT = -16%; DT40 TDP1 CPT = -21%

(continued)
SMILES	TDP1 inh	DT40 TDP1 no CPT	DT40 TDP1 CPT
CCN(c1ccccc1)S(=O)(=O)c1cc(C(=O)OC(C)C(=O)Nc2ccc3c(c2)OCCO3)ccc1C (centres undefined)	.	16µM*	?
Nc1c(C(=O)NCc2ccco2)nnn1CC(=O)Nc1ccc2c(c1)OCO2	0%	-5%	-2%
COc1cccc(NC(=O)N2CCN3CCCCC3C2)c1 (centres undefined)	-4%	2%	-18%
COc1ccc(-c2nc3cnc(N4CCNCC4)nc3n(C3CC3)c2=O)cc1	.	?	?
C=CCn1c(SC(C)C(=O)NCCC2=CCCCC2)nc2ccccc2c1=O (centres undefined)	2%	?	?
Cc1sc2ncn(CC(=O)Nc3ccc(C(F)(F)F)cc3)c(=O)c2c1S(=O)(=O)N1CCN(C)CC1	6%	1.3µM*	?
Cc1noc(C)c1C(=O)NC(C)C1CCCO1 (centres undefined)	2%	-17%	-1%
CCOc1ccc(C(=O)c2cccs2)cc1	2%	-1%	-11%
CCCS(=O)(=O)N1CCCC(C(=O)NCCCOC)C1 (centres undefined)	8%	-1%	1%
Cn1c(CNS(=O)(=O)c2ccc(F)cc2)n[nH]c1=S	0%	3%	-1%
O=C1CCN(CCc2ccccc2)CCN1[C@H](CO)c1ccccc1	.	-15%&-20%	-23%&0%
O=C(NNC(=O)c1cc2cc(Br)ccc2oc1=O)c1ccc(O)cc1	5%	15%	-6%
Cc1ccc([C@H]2C[C@H](O)[C@@H](n3cc(-c4ccc(F)cc4)nn3)CN2Cc2cccs2)cc1	.	16µM*	?
COc1ccc(S(=O)(=O)c2c(O)cc(C)c(NS(=O)(=O)c3ccccc3)c2C)cc1	2%	-23%	?
Clc1cccc(Cl)c1CSc1nnc(/C=C/c2ccccc2)o1	-8%	?	?
COc1ccc(N(CC(=O)NCCC2=CCCCC2)S(=O)(=O)c2ccccc2)cc1	3%	?	?

Screens as filed in PubChem.

Rows are unselected (roughly 18% active in at least one column).
